Source: PubChem BioAssay
CCT modulator: modulators of cytosolic chaperonin (CCT/TRiC) activity; activity change, % (test concentration not listed), hits read low; purified chaperonin ATPase assay, HTRF ADP detection, 30 min; 360,000 tested, 0.3% active; in the data active means activity change below about -30%; further: on the % scale 0 is the no-effect control and ±100 the full control effect
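ATPase activity: ADP formed was measured by HTRF Transcreener (665/615 nm ratio) after 30 min at 37 deg C with 10 uM ATP. Compounds screened at one 76 uM concentration against 40 or 20 nM TRiC in Tris pH 7.4/KCl/MgCl2/DTT buffer.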
EPAC1 agonist: activates human EPAC1 exchange factor | Potency, µM (series often up to 154 µM), without a hit: at the highest dose activation, most hits filed as activators | AID 720707 | 360,000 tested, 0.073% active | EPAC1 agonist qHTS, biochemical assay; response scale: 100% = response to 6.5 mM cAMP | O95398; further: potency means the concentration at half of the fitted maximal effect; nearly all actives have a fitted effect of over 60% in size
Target sequence (O95398 whole entry, looked up): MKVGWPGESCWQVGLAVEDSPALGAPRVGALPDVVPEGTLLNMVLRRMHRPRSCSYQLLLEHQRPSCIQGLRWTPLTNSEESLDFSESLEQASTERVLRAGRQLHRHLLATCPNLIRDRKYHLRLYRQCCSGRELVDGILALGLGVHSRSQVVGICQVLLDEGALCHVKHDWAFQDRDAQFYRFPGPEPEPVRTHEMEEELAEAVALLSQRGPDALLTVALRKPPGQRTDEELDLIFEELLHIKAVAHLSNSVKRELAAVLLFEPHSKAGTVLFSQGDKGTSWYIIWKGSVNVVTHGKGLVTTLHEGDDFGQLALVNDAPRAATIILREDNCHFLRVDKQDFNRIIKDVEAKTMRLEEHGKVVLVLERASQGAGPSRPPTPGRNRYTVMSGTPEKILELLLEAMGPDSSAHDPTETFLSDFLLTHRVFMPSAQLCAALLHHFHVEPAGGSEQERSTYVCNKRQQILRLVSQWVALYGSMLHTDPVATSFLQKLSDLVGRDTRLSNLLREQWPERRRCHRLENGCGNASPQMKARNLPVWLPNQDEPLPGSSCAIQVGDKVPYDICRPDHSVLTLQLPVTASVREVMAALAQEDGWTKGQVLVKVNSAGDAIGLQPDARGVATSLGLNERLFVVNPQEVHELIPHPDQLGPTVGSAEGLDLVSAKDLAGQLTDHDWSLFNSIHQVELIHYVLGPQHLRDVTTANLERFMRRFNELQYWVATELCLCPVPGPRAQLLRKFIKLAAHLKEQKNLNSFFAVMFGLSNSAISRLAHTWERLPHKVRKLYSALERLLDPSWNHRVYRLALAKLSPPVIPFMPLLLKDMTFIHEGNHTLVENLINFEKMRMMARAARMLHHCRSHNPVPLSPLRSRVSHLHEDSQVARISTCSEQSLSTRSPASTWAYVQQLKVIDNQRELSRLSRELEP
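Read-out is the fluorescence drop as BODIPY-GDP leaves Rap1B (480 nm excitation, 540 nm emission), recorded every 5 minutes over 30 minutes. Reactions held 100 nM EPAC1, 250 nM Rap1B–BODIPY-GDP and 50 uM GDP, with 6.5 mM cAMP setting full activation.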
PLK1 PBD block: blocks phosphopeptide binding to human PLK1 polo-box domain; 360,000 tested, 2.8% active; Potency, µM, inactives show max response, negative = inhibition, hits mostly inhibitors; Plk1 PBD binding of FITC phosphopeptide, fluorescence polarization; P53350; further: potency means the concentration at half of the fitted maximal effect; series mostly up to about 57 µM; on the % scale 0 is the no-effect control and ±100 the full control effect; nearly all actives have a fitted effect of over 65% in size
MmCpn inh: M. maripaludis TRiC chaperonin inhibition; AID 504842; Potency, µM (titrated, usually from 76.9 µM), for the others: at the top dose activity, negative = inhibition, usual class: inhibitors; 330,000 tested, 0.031% active; purified Mm-Cpn ATPase, ADP Transcreener TR-FRET; further: potency means the concentration at half of the fitted maximal effect; on the % scale 0 is the no-effect control and ±100 the full control effect; nearly all actives have a fitted effect of over 80% in size
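Purified archaeal Mm-CPN (25nM final) preincubated 10 min at 37degC with compound, then 10uM ATP for 30 min at 37degC; ADP measured by HTRF Transcreener TR-FRET; buffer 30 mM TRIS pH 7.4, 100mM KCl, 5mM MgCl2, 1mM DTT.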
PI5P4K alpha inh: blocks human PI5P4K alpha kinase activity; 330,000 tested, 1.2% active; max response, %; P48426; PI5P4Kalpha enzyme, ADP-Glo luminescence, 60 min; active compounds read low; active means max response of -50% or lower; inconclusive means between -30% and -50%; inactive means -30% or higher; further: value at the top dose of about 77 µM; on the % scale 0 is the no-effect control and ±100 the full control effect
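ADP-Glo luminescence end-point after a 60 min room-temperature kinase reaction. PI5P4Kalpha and substrate in HEPES pH 7.4 buffer with EGTA, 0.1% CHAPS and 5% DMSO; ATP at 5 microM final.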
EPAC1 antagonist: blocks human EPAC1 exchange factor; AID 720709; 360,000 tested, 0.14% active; Potency, µM (series often up to 115 µM), for the others: at the highest dose activity change, negative = inhibition, usual class: inhibitors; EPAC1 GEF assay, Rap1b-BODIPY-GDP exchange fluorescence; O95398;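 further: potency means the concentration at half of the fitted maximal effect; plate controls were vehicle for no effect and positive control for full effect; nearly all actives have a fitted effect of over 50% in size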
EPAC2 antag: blocks human EPAC2 exchange factor; Potency, µM (highest dose often 114 µM), for the others: top-dose activity, negative = inhibition, usual class: inhibitors; EPAC2 GEF exchange of Rap1B-BODIPY-GDP, fluorescence; 360,000 tested, 0.18% active; AID 720708; further: potency means the concentration at half of the fitted maximal effect; on the % scale 0 is the no-effect control and ±100 the full control effect; nearly all actives have a fitted effect of over 45% in size; many of its hits are not listed in these tables
WRN helicase inh: blocks human WRN helicase | Potency, µM (top dose mostly 114 µM), for inactives: top-dose activity change, negative = inhibition, usual class: inhibitors | WRN helicase unwinding, fluorescent forked duplex, kinetic | 360,000 tested, 0.46% active | Q14191; further: potency means the concentration at half of the fitted maximal effect; on the % scale 0 is the no-effect control and ±100 the full control effect; nearly all actives have a fitted effect of over 55% in size
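Kinetic red-fluorescence monitoring (525/598 nm) tracks WRN helicase activity after 100 nM fluorophore-quencher forked duplex and 2 mM ATP are added to 20 nM enzyme pretreated 15 min at room temperature with compound.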
* = called active by the depositor; ? = inconclusive; / = no result given; [ ] = another dose, or the depositor's remark. Unless noted, the call rests on the fitted dose curve; in most records, active means well fitted curve in the direction sought with a large enough effect; inconclusive means small, poorly fitted or top-dose-only effect, or another doubt; inactive means no such curve, though single readings can be large; an effect the other way counts as inactive or inconclusive.

structure,EPAC2 antag,EPAC1 antagonist,WRN helicase inh,CCT modulator,MmCpn inh,EPAC1 agonist,PLK1 PBD block,PI5P4K alpha inh
Cc1nc(-c2ccccc2)cn2c1nc1ccccc12,1%,2%,1%,-1.4,-4%,0%,-10%,0
O=C(O)c1cccc([N+](=O)[O-])c1C(=O)Nc1ccc2ccccc2c1,-11%,-3%,7%,0.0,-1%,-12%,1%,3
Cc1nnsc1SCC(=O)O,2%,10%,3%,-0.5,0%,6%,-4%,-2
CCOC(=O)c1sc(NCCNc2nc(C)c(C(=O)OCC)s2)nc1C,-18%[57.1 µM],-12%,-10%,3.2,-7%,14%,-2%,3
O=C(COc1ccc([N+](=O)[O-])cc1)Nc1ccc2c(c1)nc1n2CCOC1,2%,-4%,-4%,-1.7,-3%,10%,3µM*,?
C=CCOc1cccn2c(N(C)C(=O)c3ccccc3F)c(CC)nc12,15%,3%,1%,0.3,/,2%,-11%,-17
CCC1CCc2sc(C(=O)N(C)CC(=O)Nc3ccc(OC)cc3)cc2C1 (stereo not given),12%,-22%,-21%,-0.4,-1%,-13%,-11%,-8
CCCCC(=O)Nc1cc(-c2nc3ncccc3o2)ccc1C,2%,0%,2%,0.3,-4%,5%,-5%,1
COc1ccccc1OCCn1c(C(C)O)nc2ccccc21 (stereo not given),0%,-1%,10%,-4.8,0%,-9%,-4%,/
CCC(=O)c1ccc(OCc2ccc(C(=O)OC)cc2)cc1,12%,-14%,3%,-0.5,1%,1%,2%,15
O=C(c1ccccc1)c1ccc2nc(-c3ccc(NC(=O)c4ccccc4Br)cc3)[nH]c2c1,-2%,5%,-11%,-1.2,?,6%,-3%,/
O=C(CCc1ccccc1)NNC(=O)COc1ccccc1,2%,5%,9%,-0.4,3%,7%,-15%,/
COc1ccccc1NS(=O)(=O)c1cc(C(=O)Nc2ccc(S(=O)(=O)Nc3onc(C)c3C)cc2)ccc1C,-1%,-4%,-23%,-1.0,/,2%,-15%,-10
O=C(CN1CCN(S(=O)(=O)c2ccc(Br)cc2)CC1)Nc1ccc(F)cc1,-4%,-8%,-9%,-3.6,-8%,0%,3%,2
Cc1cc(CNC(=O)C2CCC(=O)N(Cc3ccccc3F)C2)on1 (stereo not given),-3%,-4%,-9%,-1.4,0%,2%,-6%,6
CC(=O)NS(=O)(=O)c1ccc(NC(=O)CCc2ccccc2)cc1,1%,-4%,-2%,-0.2,0%,7%,-1%,-8
COc1ccc(/C=C2\SC(=S)N(CCCC(=O)Nc3ccc(C(=O)O)cc3)C2=O)cc1OC,-27%,-21%,?,-0.5,-3%,7%,8%,4
CCC(=O)c1ccc(OCC(=O)OCC(=O)c2cc(C)n(C3CC3)c2C)cc1,4%,3%,-6%,-1.2,0%,6%,-4%,-5
CCCS(=O)(=O)N1CCCC(C(=O)c2ccccc2OC)C1 (stereo not given),-3%,-7%,3%,-4.9,-1%,1%,-10%,2
CCc1cccc(NC(=O)NC(=O)Cn2nnc(C(=O)OC)c2C(=O)OC)c1,-14%,-23%,?,-0.6,-1%,3%,-14%,-1
O=C(/C=C/c1ccco1)NC(=S)Nc1nc(-c2ccc(Cl)cc2)cs1,12%,11%,-33%[57.1 µM],-0.7,0%,4%,-11%,-10
COc1ccc(Cl)cc1NC(=O)COC(=O)C1=NNC(=O)CC1,-22%,-2%,0%,-1.0,0%,-3%,-2%,21
Cn1c(SCC(=O)Nc2nccs2)nnc1C12CC3CC(CC(C3)C1)C2,6%,6%,0%,-12,-8%,1%,1%,/
O=C(/C=C/c1ccncc1)c1ccc2c(c1)OCCO2,1%,-5%,-7%,0.6,?,6%,-24%,0
S=C(Nc1ccc(Cl)cc1)NC1CC2CCCC(C1)N2C1CC1 (stereo not given),1%,11%,-5%,0.8,1%,-4%,0%,/
CC(=O)c1ccc(OCCCC(=O)N2CCN(S(=O)(=O)c3cc(C)ccc3C)CC2)cc1,-4%,-12%,-3%,-0.1,2%,-1%,-5%,-8
COc1cc(NS(=O)(=O)c2ccc(N/C=C(\C#N)c3nc4ccccc4o3)cc2)nc(OC)n1,4%,-3%,-23%,-0.8,1%,-4%,?,6
Cn1c(=O)[nH]c(=O)c2c1nc1n2CC(O)CN1c1ccccc1 (stereo not given),-7%,13%,14%,1.0,1%,5%,-11%,0
O=C(O)CNS(=O)(=O)/C=C/c1ccccc1,2%,?,-4%,0.4,0%,10%,-15%,1
O=C(COC(=O)c1cc2ccccc2cc1O)NC1CCCCC1,10%,1%,8%,1.7,1%,-5%,-1%,0
CCOc1cc2[nH]c(=O)n(CC3CCC(C(=O)NCCCOC)CC3)c(=O)c2cc1OCC (stereo not given),-1%,-4%,3%,-0.2,0%,1%,-2%,0
CC(C)c1ccc(/C=C2\SC(=O)N(CC(=O)NCCCn3ccnc3)C2=O)cc1,-3%,3%,3%,1.1,1%,-7%,-7%,0
CCOC(=O)C1CCN(c2cc3c(cc2NC(=O)c2ccccc2)n(C)c(=O)n3C)CC1,7%,-5%,0%,-1.8,-6%,-10%,-28%,13
Cc1c(Cl)c(C(F)(F)F)nn1CC(=O)NN,5%,7%,2%,-3.1,2%,-3%,-1%,2
C=CCOc1cccc(C2/C(=C(/O)c3ccc4c(c3)CC(C)O4)C(=O)C(=O)N2CCN2CCOCC2)c1 (stereo not given),0%,-7%,-1%[11.6 µM],-0.9,-8%,2%,-17%,1
COc1ccc2c(c1)CCC1(C)CC(=O)C(Br)=C21 (stereo not given),?,-6%,11%,-0.8,/,0%,5%,1
CN(C)C1(CN=Cc2cc(Cl)cc([N+](=O)[O-])c2O)CCCCC1,-28%,?,-13%,1.1,3%,3%,?,-62*
O=c1c(-c2ccc(Cl)cc2)[n+]([O-])c2ccccc2n1OCc1nc2ccccc2[nH]1,-5%,-26%,-7%,-0.7,-4%,5%,-10%,-2
CCOc1ccc(C(=O)NCCc2cnc[nH]2)cc1OCC,0%,6%,-5%,-2.4,1%,-5%,1%,-2
O=C(Nc1ccc(Br)cn1)c1coc(=O)c(Br)c1,3%,2%,-24%,1.1,-4%,-3%,-8%,?
CCOc1ccc(S(=O)(=O)N2CCCC(C(=O)NCc3ccccn3)C2)cc1C (stereo not given),-7%,40%[activator],14%,1.7,0%,8%,-6%,5
COc1ccc(OCCCC(=O)Nc2nc(C)c(C(C)=O)s2)cc1,1%,7%,0%,-1.7,-1%,7%,-29%,2
CS(=O)(=O)N1CCc2cc(C(=O)NC3CC3)ccc21,2%,-8%,5%,-1.8,1%,1%,-1%,-1
Cc1cc(=O)[nH]c(SCC(=O)N(CCC#N)c2ccccc2)c1C#N,17%,2%,7%,1.7,-2%,-8%,-5%,0
COc1ccc(-c2nc(C)c(C(C)=O)n2O)cc1OC,8%,21%,3%,-0.6,2%,1%,-1%,3

The last two entries of the section above lead into the next:
structure,EPAC2 antag,EPAC1 antagonist,WRN helicase inh,CCT modulator,MmCpn inh,EPAC1 agonist,PLK1 PBD block,PI5P4K alpha inh
Cc1cc(=O)[nH]c(SCC(=O)N(CCC#N)c2ccccc2)c1C#N,17%,2%,7%,1.7,-2%,-8%,-5%,0
COc1ccc(-c2nc(C)c(C(C)=O)n2O)cc1OC,8%,21%,3%,-0.6,2%,1%,-1%,3
COCc1ccc(C(=O)Nc2cccc(S(=O)(=O)N(C)c3ccccc3)c2)cc1,-4%,-14%,-3%,-2.3,0%,-1%,1%,2
CCN(CC(=O)Nc1c(F)cccc1F)C(=O)c1cc([N+](=O)[O-])ccc1N1CCOCC1,10%,-9%,-3%,-4.0,-2%,-9%,0%,-4
Cc1c(Br)cc(C(=O)O)c(C)c1C,6%,-15%,9%[57.1 µM],-0.3,-1%,-7%,-1%,-7
Nc1nonc1-n1nnc(C(=O)N/N=C\c2ccncc2)c1CN1CCCCC1,3%,-9%,1%,1.3,1%,2%,-9%,1
O=C(NCCOc1ccc(Cl)cc1)C1CCCCC1,-8%,0%,-11%,0.4,-2%,5%,-2%,0
Cc1cc(C)n(CC(=O)n2nc(C)cc2C)n1,0%,0%,-4%,0.0,-3%,1%,-26%,9
CCOCCCNC(=O)c1cn2c3c(ccc(Cl)c3c1=O)OC(C)C2 (stereo not given),2%,-5%,-2%,0.5,-14%,-4%,3%,-1
COc1cc(CNn2c(C)n[nH]c2=S)cc(Br)c1OCC(=O)NC(C)(C)C,-1%,-3%,-1%,1.5,-2%,-10%,4%,0
Cc1ccsc1/C=N/NC(=O)c1nnn(-c2nonc2N)c1CN(C)c1ccccc1,-2%,12%,10%,0.3,-1%,-2%,-1%,-13
CC(C)[C@H]1CN=C2N(C[C@H](C)NC(=O)CCC3CCCCC3)[C@H](Cc3ccc(O)cc3)CN21,-3%,-1%,-3%,0.0,-3%,4%,13µM*,?
CC1CC(=O)N(CC(=O)Nc2cccc(F)c2)c2ccccc2S1(=O)=O (stereo not given),4%,8%,-21%,0.9,1%,-9%,-6%,3
CC(C)(C)[C@H]1COC(=O)[C@@H](Cc2ccc(F)cc2)CC/C=C/C[C@@H](CC(=O)N[C@@H](CO)Cc2ccccc2)C(=O)N1,11%,-9%,9%,-1.6,-1%,-10%,2%,1
COc1ccc(-n2nnnc2-c2cnc3cc4c(cc3c2C)OCO4)cc1,11%,12%,-10%,0.1,-1%,-2%,1%,/
S=c1[nH]nc(C2CCCCC2)n1/N=C/c1ccccc1Br,-17%,-23%,-33%,-1.5,2%,26%,12µM*,-11
CC(C)CN(C(=O)CN1CCN(c2ccccc2F)CC1)c1c(N)n(CC(C)C)c(=O)[nH]c1=O,4%,6%,-1%,-0.7,-2%,-1%,-2%,-5
Cc1cc(Cl)ccc1OCC(=O)OCC(=O)NC1CCCC1,-2%,0%,11%,-3.1,2%,-3%,-3%,-6
CC1CC(=O)N(CC(=O)Nc2cccc(Cl)c2)c2ccccc2S1(=O)=O (stereo not given),2%,13%,8%,-0.6,-1%,-1%,-2%,-4
CCn1c(Sc2ccc(N)cc2Cl)nc2ccccc21,-10%,1%,-11%,-0.5,2%,14%,-3%,/

An excerpt; the hit share may differ from the screen's.
